# OXTR agonist – human OXTR agonism. P30559. CHO-OTR cells, Fluo-8 calcium fluorescence; normalized: DMSO 0%, oxytocin 100%. activation, % at 3 µM. actives 0.32% (n = 320,000);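 active = activation above the mean of all tested compounds plus 3 SD, cutoff set per screening run, cut at about 20% in these data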;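 also: peak over basal fluorescence ratio from a 100 s FLIPR kinetic read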
# GPR7 antagonist – human neuropeptides B/W receptor 1 antagonism; AID 1861; actives 1.1% (n = 290,000); inhibition, % at 4.4 µM; P48145; GPR7-expressing cells, fluorescence antagonist assay; in the data active = inhibition above about 16%, passing the limit was not always enough;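 also: cells stimulated with the agonist NPW; 0% = agonist with vehicle and 100% = vehicle without agonist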
# MEKK2 WT-MEK5 – raises or lowers MEK5 binding to wildtype human MEKK2 PB1 domain. bead flow cytometry, Alexa488-MEK5 binding to MEKK2 WT; actives lie on both sides. binding response (% of control), % at 10 µM. actives 1.1% (n = 290,000). AID 1531; in the data active = binding response below about 67% or above about 130%
# PHOSPHO1 block – PHOSPHO1 (human) inhibition | inhibition, % at 13.3 µM | recombinant PHOSPHO1, absorbance phosphatase assay | AID 1565 | actives 1.1% (n = 290,000) | Q8TCT1; in the data active = inhibition above about 60%
# Target sequence (Q8TCT1 whole entry, looked up): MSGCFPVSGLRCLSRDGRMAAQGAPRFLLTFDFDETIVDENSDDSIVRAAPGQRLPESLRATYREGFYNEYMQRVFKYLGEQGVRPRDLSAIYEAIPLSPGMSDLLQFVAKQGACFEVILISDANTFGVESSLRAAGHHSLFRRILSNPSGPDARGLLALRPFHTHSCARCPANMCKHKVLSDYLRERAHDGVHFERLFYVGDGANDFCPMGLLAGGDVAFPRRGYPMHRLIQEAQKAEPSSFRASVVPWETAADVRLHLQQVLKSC
# V1R ag counter – counter-screen for oxytocin receptor agonists: human V1a receptor agonists; P37288; CHO-V1R cells, Fluo-8 calcium fluorescence, agonist mode; 0% DMSO, 100% 3 nM vasopressin; activation, % at 3 µM; actives 0.25% (n = 320,000); AID 2797;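 active = activation above the mean activation of all tested compounds plus 3 SD, per screening run, cut at about 20% in these data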;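 also: signal is peak over basal fluorescence ratio across a 100 second FLIPR read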
# Target sequence (P37288 whole entry, looked up): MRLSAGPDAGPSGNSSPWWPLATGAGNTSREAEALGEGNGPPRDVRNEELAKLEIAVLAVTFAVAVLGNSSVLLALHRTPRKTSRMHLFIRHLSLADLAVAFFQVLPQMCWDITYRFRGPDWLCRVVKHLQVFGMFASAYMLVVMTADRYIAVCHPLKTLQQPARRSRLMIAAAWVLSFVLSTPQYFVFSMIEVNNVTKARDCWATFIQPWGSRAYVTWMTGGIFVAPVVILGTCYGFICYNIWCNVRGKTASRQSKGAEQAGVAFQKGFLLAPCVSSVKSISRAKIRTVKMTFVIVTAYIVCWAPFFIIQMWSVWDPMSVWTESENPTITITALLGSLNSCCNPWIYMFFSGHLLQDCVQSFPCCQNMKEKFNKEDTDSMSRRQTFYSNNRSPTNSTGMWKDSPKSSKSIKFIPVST
# MEKK3 PB1 HTS – raises or lowers MEK5 binding to the human MEKK3 PB1 domain; binding response (% of control), % at 10 µM; bead-based flow cytometry, Alexa488-MEK5 binding to MEKK3; actives lie on both sides; 0 = blocked by unlabeled MEK5, 100 = vehicle; actives 1.4% (n = 290,000);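 active = binding response more than 3 SD above or below the average of its plate-row segment, actives on both sides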;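 also: Alexa488 bead fluorescence after subtracting the streptavidin-only scavenger bead signal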
# NALP1 inh – NALP1 inhibition | inhibition, % at 10 µM | actives 0.61% (n = 280,000) | S. cerevisiae NALP1/ASC/caspase-1 growth, X-gal OD620, 72 h; in the data active = inhibition mostly above about 24%, no sharp cut-off; inactive = mostly below about 32%; also: some compounds called inactive have numbers as strong as hits
# MEKK2mut PB1 HTS – signal of MEK5 binding to mutant human MEKK2 PB1 domain. bead flow cytometry, Alexa488-MEK5 binding to MEKK2 mutant. percent response, % at 10 µM. actives 0.35% (n = 290,000). AID 1530; in the data active = percent response above about 24%, passing the limit was not always enough; also: inactives centre near 1; some results filed as inactive read as strong as hits; reference of the scale not given here
# GalR3 antagonist – antagonists of human GalR3; AID 651719; O60755; HEK293 GalR3-CNG cAMP membrane potential fluorescence; galR3 body fused to GalR1 C-terminus; actives 0.44% (n = 360,000); inhibition, % at 3 µM;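 active = inhibition above the screen-wide average plus 3 SD, cut at about 13% in these data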;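 also: forskolin and galanin both at EC90 stimulate the cells; cAMP rise reported by CNG channel membrane potential dye signal; 0% = forskolin plus galanin with DMSO and 100% = forskolin alone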
# Target sequence (O60755 1-299 limits assumed): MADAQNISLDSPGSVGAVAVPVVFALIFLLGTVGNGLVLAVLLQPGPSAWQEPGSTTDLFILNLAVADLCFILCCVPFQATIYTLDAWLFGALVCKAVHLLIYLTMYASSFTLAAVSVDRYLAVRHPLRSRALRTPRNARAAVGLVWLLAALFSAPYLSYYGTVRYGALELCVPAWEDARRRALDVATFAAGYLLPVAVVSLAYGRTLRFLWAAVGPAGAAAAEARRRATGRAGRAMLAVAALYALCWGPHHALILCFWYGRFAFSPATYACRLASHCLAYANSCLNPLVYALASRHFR
# Active calls of the source: *; x = no result given.
# Results follow in this order: GPR7 antagonist	OXTR agonist	V1R ag counter	GalR3 antagonist	MEKK2 WT-MEK5	MEKK2mut PB1 HTS	MEKK3 PB1 HTS	PHOSPHO1 block	NALP1 inh
> CNC(=O)COc1ccc(C=O)cc1OC
    -3	-0.5	0.6	-1	96	-1	99	2	32
> O=C(COC(=O)c1cc(F)cc(F)c1)NCCCc1ccccc1
    7	-1.9	0.4	-14	102	0	97	24	6
> Nc1nnc(CCS(=O)(=O)c2cc(Cl)ccc2Cl)s1
    0	0.6	0.9	0	101	5	98	14	4
> COc1ccccc1C(=O)N(CCC1CCCN1C)c1nc2ccccc2s1 (configuration not stated)
    24*	4.3	1.1	-1	96	-7	87	6	6
> Cc1ccccc1OCC(=O)N=Nc1c(O)n(C)c2ccccc12
    -12	0.1	-1.0	-3	81	-19	78	16	0
> CC(C)OCCCNC(=O)C1CC(=O)N(CCc2ccccc2)C1 (configuration not stated)
    -14	-0.3	0.1	-12	100	-2	102	46	-8
> CC(=C/c1ccco1)/C=N/NC(=O)c1ccncc1
    5	-1.7	-0.7	-2	105	8	102	-12	4
> CCOc1cc(NC(=O)C(C)C)c(OCC)cc1NC(=O)Nc1ccccc1
    -20	-1.2	0.1	-7	104	1	108	3	16
> O=C(O)CCCC(=O)Nc1ccc(Sc2ccc([N+](=O)[O-])cc2)cc1
    2	-0.1	-0.4	-3	105	1	106	-11	8
> O=C(NC1CCCC1)C1CCCN(S(=O)(=O)c2cccc3cccnc23)C1 (configuration not stated)
    0	-1.6	0.1	8	100	-2	97	-6	27
> CCCCCCCc1nc2c(=O)n(C)c3ccccc3c2o1
    -2	-0.8	0.9	-5	100	3	102	63*	12
> CCC(OCC(O)CN1CCCCC1)c1ccccc1 (configuration not stated)
    2	-0.4	-0.6	-8	101	4	102	18	12
> COc1ccc(NC(=O)COC(=O)Cc2ccc(Br)cc2)cc1
    -1	0.2	3.0	-6	98	0	106	2	-6
> O=C(COC(=O)CNC(=O)c1cccc([N+](=O)[O-])c1)NCc1ccco1
    -16	1.5	2.3	4	96	-2	101	-13	6
> O=C(O)c1cccc(NC(=S)NC(=O)C(c2ccccc2)c2ccccc2)c1
    8	0.0	1.0	1	96	1	94	35	-6
> CCOC(=O)C1CCN(C(=O)CSc2nc(N)cc(=O)[nH]2)CC1
    -15	1.5	1.2	-8	101	1	103	28	9
> Cc1ccc(C(=O)Nc2cc3[nH]c(=O)oc3cc2C)cc1
    -4	-1.6	0.1	-5	106	13	105	28	-17
> O=C(/C=C/c1ccco1)NCc1ccc(F)cc1
    6	-0.5	-0.3	-4	104	5	103	4	9
> CCC(C(=O)OC(C)C(=O)Nc1ccc(Cl)cn1)c1ccccc1 (configuration not stated)
    -11	-0.8	-1.3	-5	97	2	102	27	17
> O=C(NCc1csc(-c2cccs2)n1)Nc1ccc(C(F)(F)F)cc1
    -1	-1.2	0.3	-4	97	-3	97	4	22
> CC(=O)c1cc(F)c(N2CCCC2)cc1C
    1	5.2	2.8	-5	108	3	114	-5	33
> CCOc1cc(CNc2ccc(S(N)(=O)=O)cc2)cc(Cl)c1OC
    0	-3.1	1.2	1	98	-1	102	-7	12
> NC(=S)Nc1ccc2cn[nH]c2c1
    -8	0.0	1.5	-4	99	-2	100	34	7
> NC(=O)CN1C(=O)C(=O)N(Cc2cccc(Cl)c2)C1=O
    20	1.0	4.7	-8	103	3	103	x	2
> O=C(NC1CCCC1)C(c1ccc(Cl)cc1)N1CCOCC1 (configuration not stated)
    9	-1.0	-1.0	0	114	12	110	2	15
> Cc1nn(CC(=O)Nc2c(F)cc(F)cc2Br)c(=O)c2cccn12
    -6	-0.8	0.3	2	109	5	105	49	-10
> O=C(Nc1ccccc1)O/N=C(\c1ccccc1)c1ccccn1
    -5	-0.1	0.4	3	105	6	109	6	-2
> O=C(C1CCCCN1S(=O)(=O)c1ccccc1)N1CCCCC1 (configuration not stated)
    3	-0.2	0.1	-3	105	4	104	-5	10
> COC(=O)CSc1nc2ccc(NC(=O)c3ccccc3C(=O)N3CCOCC3)cc2s1
    -6	6.5	5.1	-12	116	15	98	-4	21
> Nc1ccc(N2CCN(c3ccccc3)CC2)c(F)c1
    -6	0.7	0.4	-5	100	2	102	37	5
> C=CCSC1=C(C#N)C(c2ccccc2)CC(=O)N1 (configuration not stated)
    -4	0.6	5.0	-4	96	0	96	-7	26
> CCN(CC)c1ccc(NC(=O)COC(=O)c2cccs2)cc1
    2	0.1	-1.0	-3	x	x	x	100*	36*
> N#Cc1c(NC(=O)CN2CCN(S(=O)(=O)c3ccc4c(c3)OCCO4)CC2)sc2c1CCC2
    -8	-1.1	-0.8	-2	104	2	100	-42	0
> CCc1ccccc1NC(=O)c1cccc(Oc2ccc([N+](=O)[O-])cc2Cl)c1
    -12	0.5	0.5	-4	106	3	108	6	23
> O=c1cnc(-c2ccc(Cl)cc2)cn1O
    -10	0.6	1.1	-6	95	-8	99	26	13
> CC(C)CN1CCN(Cc2c[nH]c3ccccc23)CC1CCO (configuration not stated)
    -1	-0.3	0.5	-4	108	3	98	8	33
> O=C(Nc1cc(S(=O)(=O)N2CCCCC2)ccc1Oc1ccccc1)C1=COCCO1
    -6	-0.3	1.6	-4	104	7	104	43	20
> COc1cccc(NC(=O)c2nc(SC)ncc2Cl)c1
    -11	-1.7	-0.6	-6	106	9	101	22	-4
> CCc1ccc(-c2cc(C)no2)cc1S(=O)(=O)NCCc1ccc(S(N)(=O)=O)cc1
    -1	0.7	0.4	-4	104	8	104	30	-15
> CCn1nc(NS(=O)(=O)c2ccccc2[N+](=O)[O-])c2cc3ccc(C)cc3nc21
    -10	-0.4	1.1	x	94	-2	94	48	-2
> Cc1c(C(=O)OCc2ccccc2)nnn1-c1nonc1N
    21*	-0.3	-0.6	-3	106	4	105	16	-14
> CCCn1c(-c2ccc(C(=O)OC)cc2)nc2c1c(=O)[nH]c(=O)n2Cc1ccccc1
    -7	-0.4	-0.3	-9	96	1	98	13	-8
> CCC(c1nnnn1CCc1ccccc1)N(Cc1ccco1)Cc1cc2c(C)ccc(C)c2[nH]c1=O (configuration not stated)
    -13	-0.7	0.9	-3	104	4	101	15	14
> Cc1cccc(C(=O)NCCCN2CCCC2=O)c1
    -2	0.6	-0.1	3	106	3	100	-18	5
> Cc1ccc(Cn2c(SCCN3CCOCC3)nc3c2c(=O)n(C)c(=O)n3C)cc1
    -8	0.6	-0.7	2	96	2	101	17	16
> CCOC(=O)c1c(NC(=S)Nc2ccccc2)sc2c1CCN(CC)C2
    6	-0.4	1.2	-6	79	-15	93	40	6
> CCCOc1c(Br)cc(C2C3=C(CCCC3=O)N(CC)C3=C2C(=O)CCC3)cc1OC
    -4	-0.7	-0.4	0	97	-2	99	-20	40
> Cc1cccc(-n2ncc3c(N4CCCC4)ncnc32)c1
    -9	0.8	0.5	-1	103	1	94	-3	-82
> COc1cccc(CNc2nc(-c3cccnc3)nc3ccccc23)c1
    -9	-1.5	-0.7	-6	113	4	112	-23	-8
> CCCCC(=O)N(CCOC)c1nnc(-c2cccnc2)s1
    -6	2.0	0.9	-7	93	-10	99	20	16

# Continued.
# Results follow in this order: GPR7 antagonist	OXTR agonist	V1R ag counter	GalR3 antagonist	MEKK2 WT-MEK5	MEKK2mut PB1 HTS	MEKK3 PB1 HTS	PHOSPHO1 block	NALP1 inh
> O=C1C2C(c3ccccc3)C=CC(c3ccccc3)C2C(=O)N1CCO (configuration not stated)
    -6	-1.1	-0.6	-6	95	5	101	-2	-4
> Cc1ccccc1C1c2[nH]c3ccccc3c2CCN1CCCn1cccn1 (configuration not stated)
    5	-0.8	-1.1	3	91	-5	96	15	6
> CC(Nc1ncnc2ccccc12)c1ccccc1 (configuration not stated)
    7	11	12	96*	101	3	103	5	4
> CCc1ccc(N2CCN(C(=O)c3ccc4c(c3)OCO4)CC2)cc1
    -10	2.6	4.7	-1	103	4	100	29	9
> COc1cccc(-n2nc(C(N)=O)c(O)cc2=O)c1
    -1	-0.8	0.6	0	104	-5	106	28	-14
> CCN(CC(=O)Nc1c(F)cccc1F)C(=O)CCc1nc2cc(S(=O)(=O)N(C)C)ccc2n1CC
    1	-0.3	0.1	-3	105	4	99	38	20
> Cc1noc(C)c1S(=O)(=O)NC1CCCc2ccccc21 (configuration not stated)
    4	-0.8	0.2	-2	109	11	106	6	31
> CCc1ccc(C(O)(CC(C)C)C(CN2CCOCC2)c2ccccc2)cc1 (configuration not stated)
    -43	x	x	-11	106	8	106	24	15
> CC1(C)C2CCC1(C)C(NCC(O)COc1ccc(C#N)cc1)C2 (configuration not stated)
    -1	2.3	1.5	-7	102	2	95	40	11
> COC(=O)c1cn(CC(=O)N2CCCCC2C)c2ccccc12 (configuration not stated)
    3	0.1	-0.9	-2	99	0	99	45	3
> COc1cccc(-c2csc(N3CCN(CC(=O)NNC(=O)c4ccc(Br)cc4)CC3)n2)c1
    -4	3.5	2.9	-4	100	4	103	-3	22
> CCOc1ccccc1NC(=O)N1CCC(n2nnc3cc(C)ccc32)CC1
    -2	-2.2	-0.2	3	107	-1	100	-5	4
> Cc1ccc(C)c(NC(=O)Cc2nc(CNCC(C)C)cs2)c1
    -9	0.7	0.5	-11	102	3	101	20	23
> CCC(Oc1ccccc1)C(=O)N1CCN(C(=O)C(CC)Oc2ccccc2)CC1 (configuration not stated)
    2	0.6	1.5	-10	89	-4	90	5	9
> C=CCn1c(C)cc(C(=O)COC(=O)c2ccc(N)c([N+](=O)[O-])c2)c1C
    -13	4.0	10	-1	88	-4	85	2	17
> COc1cc(C(Nc2ccc(S(=O)(=O)N3CCC(C)CC3)cc2)C(=O)NCC2CCCO2)cc(OC)c1OC (configuration not stated)
    -3	-2.1	-1.8	-3	109	3	109	12	18
> CCN(CC(=O)Nc1cccc(OC)c1)CC(=O)Nc1ccccc1C
    1	0.8	0.1	-6	96	-3	92	22	40
> COc1ccc(-c2ccc(SCC(=O)c3ccccc3)nn2)cc1OC
    -11	-2.5	-0.8	-6	100	2	101	20	1
> CCOC(=O)C1CCCN(C(=O)CN2C(=O)C(CC)Oc3ccc(C)cc32)C1 (configuration not stated)
    11	-0.6	-0.8	-9	87	-15	81	-6	20
> C=Cc1ccc(Cn2c(=O)n(C)c(=O)c3sccc32)cc1
    -12	6.3	8.1	-11	100	4	103	8	11
> NS(=O)(=O)c1ccc(NC(=O)/C=C/c2ccccc2[N+](=O)[O-])cc1
    -11	0.6	0.8	-3	95	-2	100	-26	30
> Cc1ccc([N+](=O)[O-])cc1NC(=O)CSc1n[nH]c(-c2cccnc2)n1
    -15	-0.7	-0.1	-8	103	1	102	28	6
> NS(=O)(=O)c1ccc(NC(=O)COC(=O)c2ccc(Cl)cc2[N+](=O)[O-])cc1
    -14	0.6	0.0	-7	99	-1	100	12	-6
